KAT2A inh: blocks human GCN5L2 histone acetyltransferase; Q92830; GCN5L2 HAT assay, ThioGlo1 CoA-SH fluorescence; Potency, µM (doses to about 58.9 µM), for inactives: at the top dose activity change, negative = inhibition, hits mostly inhibitors; 390,000 compounds, 0.21% hits
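Enzyme at 20nM final was mixed with library compounds for 15 min at room temperature. Peptide H3(1-25) at 75uM, acetyl-CoA at 70uM and ThioGlo1 at 50uM were then added. Plates were read immediately and after 20 min (Ex340nm/Em540nm).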
TDP1 cell noCPT: qHTS for Inhibitors of human tyrosyl-DNA phosphodiesterase 1 (TDP1): qHTS in cells in absence of CPT. DT40 Tdp1-/- hTDP1 cells, no CPT, ATP luminescence, 48 h. Potency, µM (series often up to 46.2 µM), for the others: at the top dose activity change, negative = growth inhibition, actives largely listed as inhibitors. 420,000 compounds, 15% hits. AID 686978, 2013; further: nearly all actives have a fitted effect of over 55% in size
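Camptothecin absent (DMSO only). Human TDP1-complemented DT40 knockout cells, 400 cells/well, 37 °C for minimum 48 hr; ATP measured via CellTiter-Glo, 30 min dark incubation, luminescence.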
TDP1 block: inhibitors of human tyrosyl-DNA phosphodiesterase TDP1; Q9NUW8; 350,000 compounds, 0.28% hits; recombinant TDP1, AlphaScreen DNA substrate cleavage; Potency, µM (series often up to 130 µM), without a hit: at the highest dose activity change, negative = inhibition, usual class: inhibitors; further: nearly all actives have a fitted effect of over 40% in size
Target sequence (Q9NUW8 whole entry, looked up): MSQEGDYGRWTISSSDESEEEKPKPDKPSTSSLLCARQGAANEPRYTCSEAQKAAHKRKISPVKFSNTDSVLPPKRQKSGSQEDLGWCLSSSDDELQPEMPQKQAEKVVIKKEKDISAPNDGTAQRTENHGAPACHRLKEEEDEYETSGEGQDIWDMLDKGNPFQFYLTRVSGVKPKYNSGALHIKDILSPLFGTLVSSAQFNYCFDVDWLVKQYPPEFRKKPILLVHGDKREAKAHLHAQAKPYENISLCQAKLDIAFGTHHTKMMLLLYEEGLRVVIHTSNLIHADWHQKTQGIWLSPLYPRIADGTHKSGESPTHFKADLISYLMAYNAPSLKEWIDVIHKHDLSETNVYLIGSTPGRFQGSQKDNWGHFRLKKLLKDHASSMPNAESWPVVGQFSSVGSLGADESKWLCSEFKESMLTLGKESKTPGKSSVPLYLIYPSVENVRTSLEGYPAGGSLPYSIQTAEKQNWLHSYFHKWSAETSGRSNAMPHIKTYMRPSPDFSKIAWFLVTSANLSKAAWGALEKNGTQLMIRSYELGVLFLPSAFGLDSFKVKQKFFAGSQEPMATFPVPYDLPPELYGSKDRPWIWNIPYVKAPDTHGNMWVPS
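Tdp1 1 nM final; 15 min RT w/ cpd; substrate 15 nM, 5 min; beads 10 ug/ml, 10 min; AlphaScreen read. Neg ctrl: no enzyme.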
An asterisk follows results filed as active; ? = inconclusive; . = no result given; & = joins results of further samples; [ ] = another dose, or the depositor's remark. The call rests on the fitted dose curve; in most records, active means well fitted curve in the direction sought with a large enough effect; inconclusive means small, poorly fitted or top-dose-only effect, or another doubt; inactive means no such curve, though single readings can be large; an effect the other way counts as inactive or inconclusive. On the % scale 0 is the no-effect control and ±100 the full control effect; potency means the concentration at half of the fitted maximal effect.

Order of results – TDP1 block | KAT2A inh | TDP1 cell noCPT
> COc1ccc(C(=O)NCCc2ccccn2)cc1S(=O)(=O)Nc1ccc(Br)cc1
    -0.4%[56.1 µM] | -1.5% | -3.6%
> CCc1ccc(NC(=O)c2cc3c(COC(C)=O)cnc(C)c3oc2=O)cc1
    3.8% | 0.5% | ?
> Cc1nc(NC(=O)CSc2nnc(-c3ccncc3)n2C)sc1C
    . | 0.4% | -9.9%
> CCOC(=O)N/N=C(C)/C=C/c1ccccc1
    2.3% | -4.1% | 0.082µM*
> Cc1cc(C(=O)NNC2CC(=O)N(c3ccc4ccccc4c3)C2=O)c(C)o1 (stereo unspecified)
    1.2% | -0.3% | 7.1%
> Cc1cc2c(cc1S(=O)(=O)N1CCCCC1)OCC(=O)N2
    2.6% | -23.4%&-15.7% | ?
> Cc1cccc(N2CCN(C(=O)NC(C)c3ccc(F)c(F)c3)CC2)c1C (stereo unspecified)
    . | -1.2% | ?
> Cc1cccc(NC(=O)CN2C(=O)S/C(=C\C(=O)Nc3ccc(Cl)cc3)C2=O)c1
    -2.2% | -0.6% | -22.8%
> O=C(CSc1nc2ccsc2c(=O)n1Cc1ccccc1)NCc1ccco1
    5.3% | -5.2% | ?
> O=S(=O)(c1cc(Cl)ccc1Cl)N1CCN2CCCC2C1 (stereo unspecified)
    . | 3.1% | -19.7%
> Fc1ccc(-c2nnc(NC3=NCCCCC3)o2)cc1
    1.0% | -3.8% | 13µM*
> O=C(c1ccccc1O)N1N=C(C(F)(F)F)CC1(O)c1ccc([N+](=O)[O-])cc1 (stereo unspecified)
    8.0% | -1.8% | ?
> CCOCC(=O)Nc1cc([N+](=O)[O-])ccc1OC
    0.0% | 1.0% | 0.2%
> CCN1CCN(c2cc(C)c3cc(NC(=O)c4ccc5c(c4)OCO5)ccc3n2)CC1
    5.3% | -1.4% | 14.6µM*
> COc1ccc(NC2=C(C(C)=O)C(c3ccccc3)C(C(C)=O)C(C)(O)C2)cc1 (stereo unspecified)
    . | -1.1% | -11.5%
> O=C(CSc1nc2c(cnn2-c2ccc(F)cc2)c(=O)[nH]1)N1CCOCC1
    1.0% | -1.3% | -5.6%
> O=C(Nc1cc(Cl)ccc1N1CCOCC1)c1cccnc1
    . | -0.3% | -25.8%
> COc1ccc(OC)c2c1sc(=NC(=O)C1COc3ccccc3O1)n2C (stereo unspecified)
    . | 25.7% | ?
> CC(=O)c1sc(NC(C)c2ccccc2)nc1C (stereo unspecified)
    12.8% | -3.2% | -15.5%
> Cc1cc(=O)oc2ccc(OC(=O)CC(C)C)cc12
    4.3% | 3.9% | -6.5%
> O=S(=O)(Cc1ccc(Cl)cc1)NCc1ccc2c(c1)OCO2
    2.6% | -16.7% | -12.7%
> CC(=O)N(CCc1ccccc1C)Cc1cc2cc3c(cc2[nH]c1=O)OCO3
    5.3% | -10.5% | ?
> O=C(CCl)Nc1cccc(Oc2ccccc2)c1
    5.3% | -2.9% | 2.91µM*
> Cc1cc(C)c(S(=O)(=O)N2CCCCCC2)cc1Br
    -5.4% | 1.1% | ?
> CC(=O)OC1CC[C@@]2(C)C(CC[C@@]3(C)C2CC=C2C4CC(C)(C)CC[C@]4(C)CC[C@@]23C)C1(C)C (stereo partly specified)
    6.8%[56.1 µM] | -8.1% | -8.2%
> COC(=O)c1ccc(C(c2c(N)n(CC(C)C)c(=O)[nH]c2=O)N2CCN(c3ccccc3)CC2)cc1 (stereo unspecified)
    9.8% | -0.4% | -22.4%
> COc1ccc(NC(=S)NCc2cccn2C)cc1
    -5.5% | 0.9% | -6.6%
> CC1(C)CC2CC(C)(CN2C(=O)c2cccs2)C1 (stereo unspecified)
    0.0% | 1.2% | 8.2µM*
> O=NCc1ccc([N+](=O)[O-])o1
    2.1% | -18.1% | .
> CC(C)OC(=O)C1C(=O)CC(C)(O)C(C(=O)OC(C)C)C1c1cccnc1 (stereo unspecified)
    4.3% | -3.0% | -1.2%
> COc1ccc2c(c1)c1c(c(=O)n(-c3ccccc3)c(=O)n1CC(=O)Nc1ccc(F)cc1)n2C
    -5.6% | -2.1% | -5.7%
> C/C(CC(=O)Nc1ccccc1C#N)=N\NC(=O)c1ccncc1
    0.9% | -2.3% | 7.3%
> S=c1[nH]nc(COc2ccccc2)n1/N=C/c1ccco1
    7.7% | -8.2% | -13.5%
> CCN1C(=O)/C(=C/C2=Cc3ccccc3OC2C)SC1=S (stereo unspecified)
    . | -16.1% | ?
> CCOC(=O)N1CCN(C(=O)c2sc3nc(-c4ccc(F)cc4)cn3c2C)CC1
    0.7% | 0.1%[0.501 µM] | ?
> CCCCn1nnnc1SCC(=O)NNC(=O)c1ccco1
    3.0% | 0.5% | -0.8%
> CC1Sc2ccc(S(=O)(=O)NCc3ccccc3)cc2NC1=O (stereo unspecified)
    -0.1% | -19.7% | -16.9%
> COc1cccc(-n2c(SCC(=O)NCCc3ccccc3)nnc2-c2ccoc2C)c1
    7.7% | -3.1% | ?
> O=C(CCCN1C(=O)/C(=C/c2cccs2)SC1=S)NNC(=O)c1ccc(F)cc1
    -1.1% | -3.7% | ?
> CCOc1cccc(C2C=C(c3ccc4c(c3)OCO4)NC(c3ccccc3Cl)N2)c1O (stereo unspecified)
    3.4% | . | 11.2µM*
> COCCNc1oc(-c2ccc(OC)cc2)nc1C#N
    1.1% | -3.4% | -25.6%
> CC1CN(CC(=O)NC(C)c2ccccc2)CC(C)O1 (stereo unspecified)
    2.5% | 0.1% | 3.4%
> Cc1ccnc(N2CCC(C(=O)NNC(=O)COc3cccc4ccccc34)CC2)n1
    -2.3% | -0.2% | -24.8%
> Cc1onc(-c2ccccc2)c1C(=O)Nc1ccc(S(=O)(=O)Nc2nccs2)cc1
    0.6% | -14.5% | -2.1%
> CC/C(=N\NC(C)=O)c1ccc(OC(F)F)cc1
    -1.8% | 1.3% | .
> CC1CCCN(C(=O)Cc2cccc3ccccc23)C1 (stereo unspecified)
    3.1% | -2.0% | -26.2%
> COc1ccc(N2CCN(CCCNC(=O)c3nnc(Cc4ccc(F)cc4)o3)CC2)cc1
    1.3% | -10.6% | ?
> Cc1ccc(-c2nc(SC(C)C(=O)c3c(N)n(C)c(=O)n(C)c3=O)n[nH]2)cc1 (stereo unspecified)
    3.7% | 1.8% | 23.1µM*
> COc1ccc(NC(=O)Cn2nnc(C(=O)NCc3ccc4c(c3)OCO4)c2N)c(OC)c1
    0.8% | -15.6% | ?
> CCOc1ccc(N(CC)C(=O)COc2cc(=O)n(CC)c3ccccc23)cc1
    4.5% | 1.9% | -11.1%
> COc1ccccc1-n1c(=O)[nH]c2c(C(N)=O)nc(-c3cccnc3)nc21
    . | -14.0% | 20.6µM*
> CCc1cccc(C)c1NC(=O)c1cnn(-c2ccc(OC)cc2)c1C1CCN(C(=O)OC(C)(C)C)CC1
    8.5% | 14.2% | 18.4µM*
> COc1cccc(NC(=O)n2ncc3c(C)cccc32)c1
    . | 0.3% | ?
> COc1ccccc1N1CCN(C(=O)CCS(=O)(=O)c2ccc3c(c2)NC(=O)C(C)S3)CC1 (stereo unspecified)
    5.2% | -1.9% | ?
> CCN(CC(=O)Nc1ccc(NC(C)=O)cc1)S(=O)(=O)/C=C/c1ccccc1
    2.8% | 0.8% | 3.0%
> O=C(Nc1ccc(Br)cc1)c1cc2ccccn2n1
    3.9% | 0.0% | 4.8%
> COc1cccc(C=O)c1OCCCOc1cccc2cccnc12
    2.9% | -4.7% | 20.6µM*
> Cc1ccc(CNC(=O)c2ccc(-n3cnc4cccnc43)cc2)cc1
    5.6% | -1.0% | .
> Cc1ccc(S(=O)(=O)c2cc3cc(C(=O)O)ccc3oc2=O)cc1
    2.3% | -6.4% | -13.2%
> COCc1c(Br)c(C)nc(OCC(=O)N/N=C/c2ccco2)c1C#N
    -15.0% | -10.7% | -1.9%

Next section, starting with the last 3 of the part before.
Order of results – TDP1 block | KAT2A inh | TDP1 cell noCPT
> Cc1ccc(CNC(=O)c2ccc(-n3cnc4cccnc43)cc2)cc1
    5.6% | -1.0% | .
> Cc1ccc(S(=O)(=O)c2cc3cc(C(=O)O)ccc3oc2=O)cc1
    2.3% | -6.4% | -13.2%
> COCc1c(Br)c(C)nc(OCC(=O)N/N=C/c2ccco2)c1C#N
    -15.0% | -10.7% | -1.9%
> O=C(Nc1ccc(Cl)cc1)c1cncs1
    . | -18.0% | -5.8%
> NC(=O)c1ccsc1NC(=O)COC(=O)C1CC2CCCC(C1)C2=O (stereo unspecified)
    5.7% | 0.4% | -6.4%
> COc1ccccc1-c1nc(S(=O)(=O)c2ccc(Cl)cc2)c(N(C)C)o1
    4.5% | 1.3% | 2.4%
> O=C(Cn1cnc2c(nnn2Cc2ccc(F)cc2)c1=O)NCc1ccc(F)cc1
    -0.6% | 7.8% | ?
> CC(=O)c1cccc(N2C(=O)CN(S(C)(=O)=O)CC2(C)C(=O)NC2CCCC2)c1 (stereo unspecified)
    5.0% | -5.1% | -10.7%
> CCOC(=O)c1c(NC(=O)C2CC(Cl)=CCC2C(=O)O)sc2c1CCCCC2 (stereo unspecified)
    22.4µM* | -27.8% | 5.7%
> Cc1ccc2c(c1)N(CC(=O)Nc1nccs1)C(=O)CO2
    -3.9% | -1.5% | -9.9%
> Cc1cc(C(=O)Nc2ccccc2[N+](=O)[O-])cs1
    3.5% | -2.1% | 23.4%
> O=C(NCc1ccccc1)c1c[nH]c2ccccc2c1=O
    4.5% | 3.0% | ?
> O=C1CCCN1CC(=O)N1CCCC(Nc2cccc(F)c2)C1 (stereo unspecified)
    3.1%[56.1 µM] | -5.5% | -4.9%
> C/C(=N\N1CCN(Cc2ccccc2Cl)CC1)c1ccc([N+](=O)[O-])cc1
    9.9% | 2.5% | ?
> Nc1c(N(CCC2=CCCCC2)C(=O)c2ccco2)c(=O)[nH]c(=O)n1Cc1ccccc1
    -8.0%[0.505 µM] | -0.1% | ?
> O=C(Cc1ccccc1)N1CCC(O)(c2cccnc2)CC1
    -2.0% | . | 16.0%
> CCOn1c(=O)c(-c2ccc(OC)c(OC)c2)[n+]([O-])c2ccccc21
    4.8% | -5.9% | ?
> O=S(=O)(c1cccc(Br)c1)N1CCN(c2ccnc3cc(Cl)ccc23)CC1
    4.3% | -4.9% | 20.6µM*
> CCN(CC)S(=O)(=O)c1ccc2c(c1)nc(SC(C)C(=O)NCC1CCCO1)n2CC (stereo unspecified)
    4.7% | -0.1% | -12.6%
> Cc1c2cnn(-c3ccccc3)c(=O)c2c(C)n1CCCC(=O)N1CCN(c2ncccn2)CC1
    2.2% | -3.9% | ?
> CCOC(=O)C1CCCN(C(=S)Nc2cc(C)cc(C)c2)C1 (stereo unspecified)
    2.9% | 2.0% | 4.9%
> COc1cccc(OC)c1OCC(O)CN1CCN(c2ccccc2F)CC1 (stereo unspecified)
    . | -19.7% | -1.4%
> CSc1ncc(C(=O)O)c(C)n1
    -1.0% | -8.0% | -10.5%
> Clc1ccc(Cn2ncc3c(NCc4ccccc4)ncnc32)cc1
    2.3% | -6.8% | 4.11µM*
> CC1(C)Cc2cccc(OCC(=O)Nc3cccnc3)c2O1
    4.9% | 0.5% | ?
> Fc1ccc(CN2CCC(Cc3ccccc3)CC2)cc1F
    . | -3.1% | -25.5%
> CC(C)C(C(=O)Nc1cccnc1)N1C(=O)c2ccccc2C1=O (stereo unspecified)
    3.3% | -4.0% | -5.0%
> Cc1ccc(C(=O)NC2CCN(CC(=O)Nc3ccccc3Cl)CC2)cc1
    . | -2.1% | -26.7%
> Cc1cccc(C(=O)NCC(=O)OCC(=O)c2ccc3ccccc3c2)c1
    -0.2% | . | -13.2%
> CC(C)Oc1c(N2CCOCC2)c(=O)c1=O
    1.3% | -5.1% | -13.1%
> Cc1cc2nccc(-c3ccc(OCCCF)cc3)n2n1
    . | -16.2% | 0.2%
> Clc1cccc(-c2nc3nc4ccccc4nc3n2Cc2ccccc2)c1
    6.8% | -0.3% | ?
> O=C(/C=C/c1cccc([N+](=O)[O-])c1)NCc1ccc2c(c1)OCO2
    2.8% | -2.4% | -16.0%
> CCOP(=O)(OCC)C(NC(=O)/C=C/c1ccc(OC)cc1)c1ccccc1 (stereo unspecified)
    -5.4% | -5.1% | 6.6%
> N#CC1(NC(=O)COC(=O)c2ncc(Cl)c(Cl)c2Cl)CCCCC1
    0.4% | -0.6% | 1.9%
> CCOC(=O)c1c(NC(=O)COc2ccccc2F)sc2c1CCCC2
    1.9% | -5.8% | ?
> CCc1cccc(C)c1NC(=O)COCc1cc(-c2ccc3c(c2)OCO3)on1
    5.0% | -11.3% | ?
> Cc1nc2ccccc2nc1OCC(=O)Nc1cc(C(F)(F)F)ccc1N1CCOCC1
    6.6% | -3.0% | 2.6%

From PubChem

An excerpt (hit frequency here may not be typical).
